# Dicer inh – inhibitors of Dicer pre-microRNA processing, primary screen, biochemical, cat-ELCCA, chemiluminescence; Endoribonuclease Dicer (Homo sapiens), Q9UPY3; cat-ELCCA pre-miR-21 Dicer processing; active compounds read high; z-score at 25 µM; 47,000 compounds, 6% hits; in the data active = z-score above about 3, passing the limit was not always enough;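 note: plate controls were vehicle for no effect and no enzyme for full effect; higher signal means more uncleaved substrate so more Dicer inhibition; strong numbers were not always called active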
# The depositor's hits bear a star.
SMILES,Dicer inh
CC(=O)Nc1cc(C)c(Br)cc1[N+](=O)[O-],0.37
CCC(=O)CC1OC(=O)c2c1ccc(OC)c2OC (stereo not drawn),-0.65
Cc1ccc(-c2nnc(-c3ccc(Br)cc3)o2)cc1,3.8*
Cc1ccccc1CN1C(=O)C(O)(c2c(C)[nH]c3ccccc23)c2ccccc21 (stereo not drawn),0.92
CC(C)Nc1nc(-c2c(F)cccc2Cl)cs1,-1.1
COc1cc(C(=O)N(CCC#N)C2CC(C)CC(C)(C)C2)cc(OC)c1OC (stereo not drawn),-0.67
N#CC1=C(OC(=O)c2c(F)cccc2Cl)c2ccc(Cl)cc2N(S(=O)(=O)c2ccc(Cl)cc2)CC1,-1.1
Cc1ccc2c(c1)NC(c1ccc([N+](=O)[O-])s1)O2 (stereo not drawn),-0.37
O=C1CS/C(=C/C(=O)c2cccs2)N1,0.46
Cn1c(=O)c2c(O)cc(=O)n(C)c2n(C)c1=O,-0.77
Cc1ccc(-n2ncc(-c3nn[nH]n3)c2N)cc1,0.24
Clc1cc(Cl)c(Cl)c(-n2cccc2)c1Cl,-0.23
CCc1ccc(C2CC(=O)NC(SC)=C2C#N)cc1 (stereo not drawn),0.11
CN(Cc1ccccc1)c1oc(COc2ccc(Cl)cc2)nc1C#N,-2.1
Cc1cc(C)c(C)c(S(=O)(=O)N2CC(C)OC(C)C2)c1C (stereo not drawn),0.72
c1ccc(Oc2nc(-c3ccncc3)nc3ccccc23)cc1,0.72
C=C(C)c1cccc(C(C)(C)NC(=O)NCCc2ccc(F)cc2)c1,-1.1
COCCOc1ccc(NC(=O)c2ccc(Cl)c(Cl)c2)cc1,0.13
CC1(C(=O)O)C2C=CC3(CN(Cc4ccccc4)C(=O)C31)O2 (stereo not drawn),2.6
O=C(CCCO)Nc1ccc2c(c1)OCCO2,0.7
Cn1c(Cc2cccs2)nnc1SCC(=O)c1c[nH]c2ccccc12,1.3
COc1cc(C2SCCS2)cc(Br)c1Oc1ccc([N+](=O)[O-])cn1,1.4
CCCc1cc(-c2n[nH]c(C)c2-c2ccc(C(=O)OCC)o2)c(O)cc1O,3.9*
COC(=O)C1=C(C)NC2=C(C(=O)CC(C)(C)C2)C1c1cc2c(cc1Br)OCO2 (stereo not drawn),0.96
COc1ccc(OCC(O)CNS(=O)(=O)c2ccc(-c3ccccn3)s2)cc1 (stereo not drawn),-1.3
# Following part:
SMILES,Dicer inh
CN(C)c1nc(-c2ccccc2O)nc2ccccc12,1.7
CC(C)(Oc1ccc(CCNC(=O)c2ccc(Cl)cc2)cc1)C(=O)O,0.58
CC(=O)n1ccc(-c2cccc([N+](=O)[O-])c2)n1,-1.3
CC1=C(C(=O)OC(C)C)C(c2coc3ccc(C)cc3c2=O)C2=C(CC(C)(C)CC2=O)N1 (stereo not drawn),-1.2
CCC1(C)Cc2[nH]c(=O)c(C#N)cc2CO1 (stereo not drawn),-0.45
COc1ccc(C(=O)CSc2ncn[nH]2)cc1,-1.8
Cc1onc(-c2ccccc2Cl)c1NC(=O)NCc1cccs1,-0.41
CCn1c[n+](CC(O)COc2cccc(OC)c2)c2ccccc21 (stereo not drawn),0.05
CN(C)CCCN1C(=O)C(=O)/C(=C(/O)c2ccc(S(=O)(=O)N(C)C)cc2)C1c1ccccc1F (stereo not drawn),-0.71
CCOC(=O)Cc1csc(NC(=O)Cc2cccs2)n1,0.94
O=C(c1cccnc1)N(c1ccc2oc(=O)sc2c1)S(=O)(=O)c1ccc(Br)cc1,11*
O=C(CC1Sc2ccccc2NC1=O)Nc1ccc2c(c1)OCO2 (stereo not drawn),3.9*
Cc1ccc(/C(O)=C2\C(=O)C(=O)N(CCN3CCOCC3)C2c2ccc(C)o2)cc1 (stereo not drawn),0.1
S=c1scc(-c2ccc(Cl)c(Cl)c2)n1Nc1ccccc1,-0.84
Fc1ccc(N/N=C/Cc2nnnn2-c2ccccc2)c(F)c1,3.9*
Cc1ccc(S(=O)(=O)N2CCN(S(=O)(=O)c3ccc(C)c(C)c3)C(C)C2)cc1C (stereo not drawn),0.04
CS/C(=N\S(=O)(=O)/C=C/c1ccccc1)NN,-0.73
Cc1nc(-c2c(C(=O)NNC(=O)c3ccc(C(F)(F)F)cc3)noc2C)cs1,1.4
COc1ccc(CCC(=O)CCc2ccc(OC)cc2)cc1,5.7
COc1ccc(C2=NN(C(=O)CCCC(=O)O)C(c3ccc(Cl)cc3)C2)cc1 (stereo not drawn),-0.26
O=C1/C(=C/c2cccs2)CCCc2ccccc21,0.41
COc1cc(C(=O)N2C(C)CCCC2C)cc(OC)c1OC (stereo not drawn),-0.69
O=C(c1ccco1)N(c1cc2sc(=O)oc2c2ccccc12)S(=O)(=O)c1ccc(F)cc1,0.98
N#Cc1c[nH]n2c(=O)c3c(nc12)CCC3,2.1
O=c1c2ccccc2c(Br)cn1Nc1ccc(Br)cc1,-1.6

# A draw from above in order of molar mass, descending:
SMILES,Dicer inh
Cc1nc(-c2c(C(=O)NNC(=O)c3ccc(C(F)(F)F)cc3)noc2C)cs1,1.4
O=c1c2ccccc2c(Br)cn1Nc1ccc(Br)cc1,-1.6
Cc1onc(-c2ccccc2Cl)c1NC(=O)NCc1cccs1,-0.41

# Exported field by field: 4 of the compounds above
> O=C(CC1Sc2ccccc2NC1=O)Nc1ccc2c(c1)OCO2 (stereo not drawn)
  Dicer inh: 3.9*

> Cc1ccc(/C(O)=C2\C(=O)C(=O)N(CCN3CCOCC3)C2c2ccc(C)o2)cc1 (stereo not drawn)
  Dicer inh: 0.1

> S=c1scc(-c2ccc(Cl)c(Cl)c2)n1Nc1ccccc1
  Dicer inh: -0.84

> Fc1ccc(N/N=C/Cc2nnnn2-c2ccccc2)c(F)c1
  Dicer inh: 3.9*

# (continued)
SMILES,Dicer inh
COC(=O)c1sc(N2C(=O)c3oc4ccc(C)cc4c(=O)c3C2c2ccccc2F)nc1C (stereo not drawn),0.21
Cc1ccc(N=C(N)c2ccccc2)cc1,-1.3
Cc1nc2sc3c(NCC4CCCO4)ncnc3c2c2c1COC(C)(C)C2 (stereo not drawn),-3.2
CCSc1nnc2[nH]c(=O)cc(N)n12,2.5
CC1CN(c2ccc(Br)cc2)c2nc3c(c(=O)n(CCCO)c(=O)n3C)n2C1 (stereo not drawn),0.9
CSc1ccccc1N1CC(C(=O)O)CC1=O (stereo not drawn),-1.6
O=C(Nc1cc(Cl)cc(Cl)c1)c1cc(Cl)sc1Cl,-1.4
CC(C)OC(=O)CSc1nnc(-c2ccccc2Cl)o1,2.8
O=c1oc(-c2ccc(Cl)cc2Cl)nc2ccc([N+](=O)[O-])cc12,1.4
O=C(Nc1sc2c(c1C(=O)Nc1ccccc1)CCCCC2)c1ccco1,2.8
Cc1ccc(C2CC(C(F)(F)F)n3nc(C(=O)NCc4cnn(C)c4C)c(Cl)c3N2)cc1 (stereo not drawn),-1.6
CS/C(N)=N\C(=S)Nc1cccc(Cl)c1,7.8
NC(=O)C1=CN(Cc2ccc(Cl)cc2)CCC1C(F)(F)F (stereo not drawn),-0.51
COCCNc1nc(-c2ccccc2)nc2ccccc12,0
O=C1c2oc3ccccc3c(=O)c2C(c2ccc(O)cc2)N1c1ccccn1 (stereo not drawn),5.1*
Cc1ccccc1CSc1nnc(C)c(=O)[nH]1,-2
O=C(CCCCC(=O)Nc1c(I)cc(I)c(C(=O)O)c1I)Nc1c(I)cc(I)c(C(=O)O)c1I,-0.5
CCCc1c(C)nc2ccc(OC)cc2c1SCCC(=O)O,3.5*
COc1cc(/C=N/NC(=O)c2sc(=S)n(C)c2N)ccc1O,3.8*
CCCCc1cc2c(c(NC(C)=O)n1)c(=O)oc1ccccc12,0.13
COc1ccc(/C=C/c2nn3c(Cc4ccccc4)nnc3s2)cc1,0.34
Cn1c(-c2ccc(-c3nc4ccccc4[nH]3)cc2)nc2cc(N)ccc21,4.7*
CCOC(=O)c1cc(O)c(C(=O)OCC)cc1O,-0.02
COc1ccc(-n2nnnc2/C=C/N(C)c2ccccc2)cc1,2.9
O=S(=O)(NCCCc1ccccc1)c1cccc2nsnc12,0.15

# Part of the list above, bar-delimited.
Molecule | Dicer inh
O=C(Nc1sc2c(c1C(=O)Nc1ccccc1)CCCCC2)c1ccco1 | 2.8
CCOC(=O)c1cc(O)c(C(=O)OCC)cc1O | -0.02
CC1CN(c2ccc(Br)cc2)c2nc3c(c(=O)n(CCCO)c(=O)n3C)n2C1 (stereo not drawn) | 0.9

# (list continues)
SMILES,Dicer inh
Cc1cc(C)nc(NS(=O)(=O)c2ccc(NC(=O)CCCC(=O)O)cc2)n1,2.2
CCOC(=O)c1c(N)sc(C)c1C,-2.7
C=CCn1c(=S)sc2c(N/N=C/c3ccc(Cl)cc3)ncnc21,-0.53
C=CCOc1ccc(/C(O)=C2/C(=O)C(=O)N(CC3CCCO3)C23C(=O)N(CC)c2ccccc23)cc1 (stereo not drawn),-0.3
Cc1[nH]nc2c1C(c1ccc(C(C)C)cc1)C(C#N)=C(N)O2 (stereo not drawn),-4.4
Cc1cc(C)nc(NS(=O)(=O)c2ccc(NC(=O)Nc3ccc(OCc4ccccc4)cc3)cc2)n1,1.6
O=C1C(=O)N(CCO)C(c2ccc(F)cc2)/C1=C(/O)c1ccccc1 (stereo not drawn),-0.98
CCCCCCCCNC(C)C(O)c1ccc(SC(C)C)cc1 (stereo not drawn),33
CCOC(=O)c1c(NC(=O)Oc2ccccc2)sc2c1CCCC2,0.18
O=C(Oc1cc(=O)oc2c1c(=O)n1c3c(cccc23)CC1)c1cccs1,-0.03
O=S(=O)(CCN1C=CC(C(F)(F)F)=NCC1)c1ccc(F)cc1,0.25
O=C1c2oc3ccccc3c(=O)c2C(c2cccc(O)c2)N1c1nncs1 (stereo not drawn),-0.01
CN(C)S(=O)(=O)N(CC(=O)NCCSC1CCCCC1)c1ccccc1,1.1
CC1=C(C(=O)OCCc2ccccc2)C(c2ccncc2)C2=C(CC(c3ccccc3)CC2=O)N1 (stereo not drawn),0.72
C=CCn1c(COc2ccc(OC)cc2)nc2ccccc21,2.1
Cc1cccc(C)c1Nc1n[nH]c(=S)s1,0.4
O=C(Nc1cccc(C(F)(F)F)c1)Nc1ccccc1Sc1ncc([N+](=O)[O-])s1,-2.1
COC(=O)c1sc(Sc2ccc(C(F)(F)F)cn2)c2c1CC(C)(C)CC2=O,-1.1
CC12c3ccccc3C(c3ccccc31)C1C(=O)NN(c3ccccc3)C(=O)C12 (stereo not drawn),0.56
Cc1cccc(Cl)c1/C=N/NC(=S)Nc1ccc(Cl)cc1Cl,-1.1
CC(C)c1c(O)nc(SCc2ccc(F)cc2)[nH]c1=O,0.87
O=S(=O)(c1ccc2ccccc2c1)N1CCc2ccccc2C1,2.2
O=C1CC2(CCCC2)C(=O)N1c1ccc(S(=O)(=O)NCCNc2cccc(C(F)(F)F)n2)cc1Cl,-0.52
O=C(CSc1nnc(-c2ccc(O)cc2)o1)c1ccc2c(c1)OCCO2,-2
CCOC(=O)N1CCC(N2CCN(S(C)(=O)=O)CC2)CC1,5*
# Further entries follow:
SMILES,Dicer inh
COC(=O)c1ccc(S(=O)(=O)N2CCCN(c3cccc(C(F)(F)F)n3)CC2)n1C,2.9
N#Cc1cc2c(nc1SC1CC(=O)N(c3ccccc3)C1=O)CCCCC2 (stereo not drawn),0.54
COc1ccc(C2CC(=O)c3cnn(-c4nc(C)cc(C)n4)c3C2)cc1 (stereo not drawn),1
O=C(Nc1ccc(OC(F)(F)F)cc1)Nc1cnn(-c2ccccc2)c1C(F)(F)F,0.46
N#C/C(=C\c1cc(Br)cs1)C(=O)Nc1ccc(F)cc1,-1.7
Cc1sc2nc(C)n(/N=C/c3ccc(Cl)cc3)c(=O)c2c1C,0.22
O=C(NCCO)C(=O)NCc1ccco1,-0.65
O=c1[nH]c(SCCOc2ccccc2F)nc2ccccc12,13
CCOC(=O)c1c(O)c(O)c(C(=O)OCC)n1-c1ccc(OC)cc1,0.01
COc1ccc(OC)c(Sc2ccc3nnc(-c4ccccc4)n3n2)c1,-0.13
Cc1cc(C(F)(F)F)nn1CC(=O)Nc1sc2c(c1C#N)CCCC2,-0.6
Cc1ccc(N2CC(O)=C(c3nc4ccccc4s3)C2=N)cc1C,2.7
COc1nc2c(c(-c3ccc(Cl)cc3Cl)c1C#N)CCc1ccccc1-2,3.1*
Cc1cc(C)c2c(n1)sc1c(N3CCCCC3)ncnc12,2.8
C/C(=N\NC(=S)NCC1CCCO1)c1cccs1 (stereo not drawn),0.73
O=C1C(c2cc(Cl)cc(Cl)c2)=C(O)c2ccccc21,-0.75
COc1ccc(N=c2scc(C)n2C(=O)c2ccccc2Cl)cc1,1.4
CN(CCOC(=O)Nc1ccc(Cl)cc1)c1ncc(C(F)(F)F)cc1Cl,-2.3
CSC1=C(C#N)C(c2ccccc2Cl)CC(=O)N1 (stereo not drawn),-0.03
COc1ccc(O)c(C2=NN3C(C2)c2cc(Cl)ccc2OC3c2cccnc2)c1 (stereo not drawn),-1.3
CCCc1n(CC(O)COc2ccc(OC)cc2)c2ccccc2[n+]1C (stereo not drawn),-1.2
O=C(COc1ccc(SC(F)(F)F)cc1)NNC(=O)NC(=O)c1ccccc1Cl,1.5
O=C(NNc1ncc(C(F)(F)F)cc1Cl)c1cccc(C(F)(F)F)c1,5.2
N=C(N)N=Nc1c(O)[nH]c2ccccc12,-1.1
CC(C)(C)Sc1ccc(C(=O)O)s1,-0.07
CCOC(=O)c1cnc2cc(-c3ccc(Br)cc3)nn2c1C,0.31
CCCCOC(=O)NC(Nc1ncccn1)(C(F)(F)F)C(F)(F)F,-1.7
Cc1cccc(CSc2nnc([C@@H]3CCCN3)o2)c1,-1.2
O=S(=O)(Nc1cccc2cccnc12)c1ccccc1,7.7*
Cc1ccc(NC(=O)c2ccc([N+](=O)[O-])o2)nc1,1.4

# Reformatted bar-delimited: five of the compounds above
SMILES | Dicer inh
Cc1sc2nc(C)n(/N=C/c3ccc(Cl)cc3)c(=O)c2c1C | 0.22
O=C(NCCO)C(=O)NCc1ccco1 | -0.65
O=c1[nH]c(SCCOc2ccccc2F)nc2ccccc12 | 13
CCOC(=O)c1c(O)c(O)c(C(=O)OCC)n1-c1ccc(OC)cc1 | 0.01
COc1ccc(OC)c(Sc2ccc3nnc(-c4ccccc4)n3n2)c1 | -0.13

# Screening data from PubChem BioAssay.

# Only part of the results is shown; count on the stated rates, not on these rows.
